ATXN2 expr inh: Primary qHTS for Inhibitors of ATXN expression; hit rate 0.72% among 360,000; Potency, µM (highest dose often 57 µM), inactives show top-dose activity change, negative = inhibition, most hits filed as inhibitors; AID 1745845, 2022; HEK-293 ATXN2-luciferase reporter, luminescence, 24 h; note: potency is the fitted concentration of half-maximal effect; % is set by controls: 0 for no effect and ±100 for the full control effect; nearly all actives have a fitted effect of over 55% in size
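ATXN2-luciferase reporter cells (luciferase flanked by upstream and downstream ATXN2 gene portions) were treated 24 h at 37 °C with compounds at up to 57 uM. SteadyGlo luminescence gave expression; GF-AFC fluorescence gave viability.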
TGFb inhibitor: qHTS for Inhibitors of TGF-b. HepG2 CAGA-GFP TGF-b/SMAD3 reporter, GFP fluorescence, 18 h; TGF-beta stimulated, 500 pg/mL final. hit rate 1.2% among 410,000. Potency, µM (titrated, usually from 46.1 µM), inactives show at the top dose activity, negative = inhibition, actives largely listed as inhibitors; note: potency is the fitted concentration of half-maximal effect; % is set by controls: 0 for no effect and ±100 for the full control effect; nearly all actives have a fitted effect of over 65% in size
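Inhibition was scored as loss of TGF-beta-induced (500 pg/mL final, 18 hours, 37 degrees C) GFP in HEPG2 cells carrying a CAGA-GFP reporter, in DMEM with 1% FBS. Well GFP was summed per cell; Activity was normalised to unstimulated and stimulated DMSO wells, then concentration-response fitting.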
S2 tox: Viability Counterscreen for Primary qHTS for Inhibitors of ATXN expression; S2 cells (HEK-293 line with an ATXN2-luciferase reporter) viability, CellTiter-Fluor protease fluorescence, 24 h; Potency, µM (highest dose often 56.7 µM), hits mostly cytotoxic; hit rate 0.49% among 400,000; AID 651635, 2014; note: potency is the fitted concentration of half-maximal effect; nearly all actives have a fitted effect of over 40% in size
EPAC2 ag: qHTS for Agonist of cAMP-regulated guanine nucleotide exchange factor 4 (EPAC2): primary screen | Rap guanine nucleotide exchange factor 4 (Homo sapiens), Q8WZA2 | EPAC2 activation, biochemical qHTS; response scale: 100% = 6.5 mM cAMP response | Potency, µM (series often up to 154 µM), for inactives: at the top dose activation, hits mostly activators | hit rate 0.079% among 360,000 | AID 720711, 2013; note: potency is the fitted concentration of half-maximal effect; nearly all actives have a fitted effect of over 50% in size
Target sequence (Q8WZA2 whole entry, looked up): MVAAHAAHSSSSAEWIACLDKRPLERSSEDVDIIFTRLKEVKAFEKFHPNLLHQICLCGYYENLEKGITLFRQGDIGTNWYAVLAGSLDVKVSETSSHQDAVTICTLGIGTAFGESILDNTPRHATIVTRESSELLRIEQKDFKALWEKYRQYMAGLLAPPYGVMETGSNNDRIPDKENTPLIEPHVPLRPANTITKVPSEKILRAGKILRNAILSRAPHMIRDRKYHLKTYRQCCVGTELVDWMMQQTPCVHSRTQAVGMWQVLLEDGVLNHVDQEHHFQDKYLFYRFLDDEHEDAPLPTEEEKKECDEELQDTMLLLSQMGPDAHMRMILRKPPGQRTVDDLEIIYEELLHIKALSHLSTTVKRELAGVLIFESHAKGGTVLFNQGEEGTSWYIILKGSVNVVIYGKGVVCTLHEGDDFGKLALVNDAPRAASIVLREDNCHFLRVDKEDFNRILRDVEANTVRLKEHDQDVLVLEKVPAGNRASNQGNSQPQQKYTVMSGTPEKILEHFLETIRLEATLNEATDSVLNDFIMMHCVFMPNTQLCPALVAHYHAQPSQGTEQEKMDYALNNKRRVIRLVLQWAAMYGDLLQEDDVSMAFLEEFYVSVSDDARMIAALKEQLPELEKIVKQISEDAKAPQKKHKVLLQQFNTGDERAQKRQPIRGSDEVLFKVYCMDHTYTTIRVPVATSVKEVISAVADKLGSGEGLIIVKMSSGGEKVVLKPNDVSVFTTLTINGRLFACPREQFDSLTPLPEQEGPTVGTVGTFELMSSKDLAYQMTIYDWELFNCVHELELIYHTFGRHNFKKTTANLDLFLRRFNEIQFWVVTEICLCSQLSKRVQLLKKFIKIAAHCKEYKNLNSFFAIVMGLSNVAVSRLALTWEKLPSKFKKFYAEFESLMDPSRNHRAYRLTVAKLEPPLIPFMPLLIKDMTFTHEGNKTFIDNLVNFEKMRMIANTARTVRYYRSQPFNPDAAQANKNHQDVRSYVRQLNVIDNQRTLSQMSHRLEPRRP
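Compounds were titrated in qHTS against a Rap1B-BODIPY-GDP (250 nM) complex with EPAC2 (100 nM) and GDP (50 uM). BODIPY-GDP release tracked at 480/540 nm over 30 min at room temperature, normalized to 6.5 mM cAMP.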
Nrf2 block: Nrf2 qHTS screen for inhibitors; A549 ARE-Fluc reporter, luciferase luminescence, 18-24 h; hit rate 2.1% among 360,000; Potency, µM (highest dose often 46 µM), for the others: top-dose activity change, negative = inhibition, most hits filed as inhibitors; note: potency is the fitted concentration of half-maximal effect; % is set by controls: 0 for no effect and ±100 for the full control effect; nearly all actives have a fitted effect of over 60% in size
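Quantitative HTS in A549 cells stably bearing an antioxidant response element-firefly luciferase construct. Inhibition of Nrf2-driven transcription was scored by luminescence after 18-24 h of compound exposure at 37 °C.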
HepG2 viability: qHTS for Inhibitors of TGF-b: Cytotox Counterscreen; HepG2 CAGA-GFP viability, ATP luminescence, 18 h; Potency, µM (titrated, usually from 46.1 µM), for the others: at the highest dose activity change, negative = cytotoxicity, usual class: cytotoxic; hit rate 0.76% among 410,000; AID 588856, 2011; note: potency is the fitted concentration of half-maximal effect; some results filed as inactive show a strong effect at the top dose
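HepG2 CAGA-GFP cells (1000/well, DMEM with 1% FBS) received compound, then TGF-beta at 500 pg/mL final, and were incubated 18 hours at 37 degrees C. Viability was read by CellTiter-Glo luminescence. Media-only wells were set as complete cell-killing and DMSO as no toxicity.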
Nrf2 ARE act: qHTS of Nrf2 Activators | AREc32 ARE-luciferase reporter (MCF7-derived line), luminescence, 24 h | Potency, µM (highest dose often 46.1 µM), inactives show at the highest dose activation, actives largely listed as activators | hit rate 0.31% among 410,000; note: potency is the fitted concentration of half-maximal effect; % of control where 0% means no effect; nearly all actives have a fitted effect of over 65% in size
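For detection, Steady-Glo was added and plates sat 30 min at RT; before that, AREc32_Fluc cells grown overnight in OPTI-MEM/5% FBS had been treated with 23 nL compound for 24 hr at 37 deg C.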
IL2 activator: qHTS of IL-2 Activators | IL-2 activation reporter assay, cell-based qHTS; stimulated with anti-CD3/CD4/CD28 beads; in transgenic mouse T cells | activation, % (series mostly up to about 46 µM) | hit rate 0.065% among 360,000 | AID 652025, 2013; in the data active = activation above about 50%; inconclusive = mostly about 30% to 49%; note: 0% is about no effect
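First, unstimulated transgenic mouse T cells were exposed to compound for 60 min. Next, anti-CD3/anti-CD4-coated beads with anti-CD28 were added. Finally, after 18 h at 37 degrees C, EGFP and DsRed were imaged.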
A549 tox: Nrf2 qHTS screen for inhibitors: counterscreen for cytotoxicity; A549 ARE-Fluc cells, CellTiter-Fluor viability, 18-24 h; hit rate 0.16% among 390,000; Potency, µM (highest dose often 46 µM), for the others: at the highest dose activity change, negative = cytotoxicity, actives largely listed as inhibitors; AID 504648, 2011; note: potency is the fitted concentration of half-maximal effect; % is set by controls: 0 for no effect and ±100 for the full control effect
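A549 ARE-Fluc cells in 5% FBS OPTI-MEM, 5000 cells/well, rested 2 h then exposed to compounds in concentration-response for 18-24 h at 37 °C. Viability by CellTiter-Fluor fluorescence (Ex 405/Em 525) after 30 min; luciferase luminescence (BugLite, 15 min, RT) read afterwards.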
* hit, by the source's call; i = inactive; ? = inconclusive; nt = no result given; & = joins results of further samples; [ ] = remark or other dose. Unless noted, calls come from the whole dose curve; as a rule, active = well fitted curve in the direction sought with a large enough effect; inconclusive = small, poorly fitted or top-dose-only effect, or another doubt; inactive = no such curve, though single readings can be large; an effect the other way counts as inactive or inconclusive.

SMILES	ATXN2 expr inh	TGFb inhibitor	S2 tox	EPAC2 ag	Nrf2 block	HepG2 viability	Nrf2 ARE act	IL2 activator	A549 tox
CC(C)(C)NC(=O)NC(=O)CN1CC=C(c2ccccc2)CC1	nt	?	i	11.5%	-11.5%	3.3%	7.7%	-4.7	0.0%
CCOC(=O)C(O)(c1ccc(N=Cc2ccccc2O)c(C)c1)C(F)(F)F (stereo not given)	5.7%	-3.2%	i	11.0%	14.4%	3.3%	-0.4%	-1.5	5.6%
COC(=O)C1=C(c2c(C)noc2C)C[C@@H]2CC[C@H]1N2C(=O)NCC1CC1	3.8%	3.8%	i	4.4%	6.4%	-1.6%	-0.5%	7.2	3.0%
COc1ccc(-n2nnnc2C(c2ccnc3ccccc23)N2CCC(n3c(=O)[nH]c4ccccc43)CC2)cc1 (stereo not given)	?	-35.1%	?	3.3%	nt	0.0%	0.2%	-0.3	nt
Cc1ccc(C(O)(C(=O)NNC(=O)CN2CCN(C)CC2)c2ccc(C)cc2)cc1	nt	5.0%	i	-1.6%	-1.5%	-10.2%	-0.1%	-2.2	2.3%
COc1ccc(/C=N\N=C(N)N)cc1	-26.8%	4.4%	?	11.4%	-9.5%	-26.3%	-0.4%	0.9	-7.3%
Oc1ccc(CC2CC3CCN2CC3)cc1O (stereo not given)	-8.3%	4.8%	i	-4.4%	nt	-6.1%	-1.1%	-0.6	9.0%
Cn1cc(C(=O)OCC(=O)NC2CCCC2)c2ccccc21	2.5%	4.0%	?	9.7%	7.0%	6.2%	0.4%	0.0	1.7%
COC(=O)c1cccc(NC(=O)c2ccc(S(=O)(=O)N(C)c3ccccc3OC)cc2)c1	nt	-28.0%	?	?	nt	-48.6%	-0.1%	-4.2	nt
CCC(=NCCCN1CCOCC1)c1c(O)n(-c2ccccc2C)c(=O)[nH]c1=O	-32.5%	6.4%	i	1.3%	10.0%	0.0%	-0.7%	-0.1	-0.2%
Cc1ccc2nc(N3CCN(C)CC3)[nH]c2c1	28.8%	-8.1%	i	7.9%	?	-30.7%	0.0%	-1.3	3.0%
COc1ccc(CCn2c(O)c(C=NCCCn3ccnc3)c(=O)[nH]c2=O)cc1OC	6.9%	-1.8%	i	2.0%	8.6%	0.0%	0.2%	-2.2	-1.4%
CCNC(=O)O/N=C(\C)c1sc(-c2ccc(Cl)cc2)nc1C	57.2%[activator]	-21.2%	i	10.0%	?	-25.2%	7.6%	-1.5	-1.7%
COC1C(OC(=O)c2ccc(C)[nH]2)C(O)C(Oc2ccc3c(O)c(NC(=O)c4ccc(O)c(CC=C(C)C)c4)c(=O)oc3c2Cl)OC1(C)C (stereo not given)	?	?	?	-2.4%	-22.6%	-47.9%	0.4%	1.6	-7.3%
Cn1c(O)c(Cc2ccc(OCc3ccccc3)cc2)c(=O)n(C)c1=O	nt	4.9%	i	-15.3%	8.9%	9.8%	5.1%	0.6	-12.9%
CCCNC(=O)N1CCC2(CC1)OCCO2	-9.1%	-5.6%	i	3.3%	23.7%	-7.6%	-0.5%	-3.2	7.0%
CCCOP(=O)(c1ccc(N(C)C)cc1)C(O)c1ccc(Cl)cc1Cl (stereo not given)	-23.7%	-23.0%	i	9.8%	?	-14.3%	2.1%	0.6	-4.6%
O=C1OC(c2ccc([N+](=O)[O-])cc2)=N/C1=C/N1CC2CC(C1)c1cccc(=O)n1C2 (stereo not given)	nt	2.0%	i	5.8%	0.0%	-10.2%	-1.0%	0.3	-5.0%
NC(Cc1ccccc1)c1csc(Nc2ccccn2)n1 (stereo not given)	-21.0%	?	?	9.8%	nt	-37.2%	0.4%[9.22 µM]	1.0	nt
CN(C(=O)Oc1cccc2ccccc12)C1C=CCC1 (stereo not given)	49.3%[activator]	-16.5%	i	7.6%	?	-6.5%	5.0%	-0.6	-3.6%
CN(C)c1ccc(C(O)P(=O)(OC2CCCCC2)OC2CCCCC2)cc1 (stereo not given)	-17.5%	7.5%	i	3.5%	-2.7%	-33.9%	-0.7%	0.9	0.4%
COc1ccc2c(c1)CCc1c(C(=O)Nc3c(C)nn(Cc4ccccc4C)c3C)noc1-2	0.0%	12.6µM*	?	nt	18.4µM*	-29.9%	4.5%	nt	-5.9%
COC(=O)C1=C(c2ccc(OC)c(OC)c2)C[C@@H]2CC[C@H]1N2C(=O)NC1CC1	1.5%	3.4%	i	6.3%	8.4%	0.5%	0.4%	0.0	-2.2%
O=c1c2ccccc2nc2n1CCS2(=O)=O	15.2%	?	i	3.1%	-15.4%	-28.9%	0.1%	-1.9	0.1%
CC(=O)Nc1nc(CCl)cs1	-24.0%	12.3%	i	-2.3%	?	6.9%	2.3%	-0.3	-1.8%
CO[C@H]1CC=C2CCN3CCC4=C(CC(=O)OC4)[C@]23C1	4.8%	-12.7%	i	-1.5%	3.2%	7.6%	-0.3%	0.2	-5.7%
O=c1[nH]c(=O)n(-c2cccc3ccccc23)c(O)c1/C=N/N1CCCCC1c1cccnc1 (stereo not given)	nt	-1.2%	i	17.7%	-1.7%	-12.6%	-0.1%	1.1	13.0%
O=C(c1cn(Cc2ccccc2)c2ccccc12)C1CC1	-1.8%	-9.0%	i	3.5%	-1.7%	22.1%	3.2%	-0.7	2.2%
Cc1ccc(-n2c(/C=C/c3cccc4ccccc34)nc3ccccc3c2=O)cc1	nt	?	nt	nt	nt	-32.6%	0.8%	nt	2.6%
COC(=O)[C@]1(C)C[C@H]1[C@H](NP(=O)(c1ccccc1)c1ccccc1)c1ccccc1	0.0%	-6.5%	i	4.0%	-1.2%	-22.1%	0.5%	-0.2	-1.5%
c1ccc(-c2ccc(C(c3ccccc3)n3ccnc3)cc2)cc1 (stereo not given)	-23.2%&-29.8%	-10.6%	?	19.7%	?	-16.9%	5.3%	0.1	2.2%
Cc1ccc(C)c(NC2=NCCCS2)c1	-11.0%	23.4%	i	7.7%	8.3%	8.4%	-0.2%	1.8	4.4%
CCCCOC(=O)c1ccccc1C(=O)OCc1ccccc1	2.8%	2.4%	?	14.3%	-3.8%	-3.3%	-0.7%	-0.1	0.9%
COc1ccc(CCCc2nnc(SCC(=O)Nc3ccc(C)c(C)c3)o2)cc1	-10.2%&-4.1%	?	i	13.9%	?	0.0%&-19.1%	-0.9%&-0.5%	3.1	1.1%
CCCCCCNc1nc(OC)nc(N2CC3CC(C2)c2cccc(=O)n2C3)n1 (stereo not given)	18.8%	-3.0%	i	4.5%	0.3%	-3.9%	2.3%	-0.6	-11.0%
C=CCc1ccc(OCCn2nnc3ccccc32)c(OC)c1	73.8%[activator]	1.6%	i	-2.0%	?	-6.5%	2.9%	-3.8	-10.4%
CCN1C(=NCCOC)N[C@@H](c2cccc(F)c2)C(C(=O)OC)=C1C	-4.9%	?	i	6.1%	-9.3%	-4.6%	-0.3%	0.4	-2.2%
COc1cccc(N2CCN(C(=O)C3CCCN(S(=O)(=O)c4ccc5c(c4)oc(=O)n5C)C3)CC2)c1 (stereo not given)	-13.7%&5.6%	-12.0%&-5.2%	i	8.9%	?	2.4%&-3.7%	-0.6%&-0.1%	-3.0	-10.6%&-3.2%
CN1CC(C(=O)c2ccc(Cl)cc2)C(c2ccccc2)C1 (stereo not given)	nt	14.2%	i	-1.4%	-5.7%	-28.4%	2.5%	-0.9	0.8%
Cc1ccc2c(c1)C1CN(C)CCC1N2C(=O)Nc1cccc(Cl)c1 (stereo not given)	?	6.8%	i	12.9%	-18.0%	-43.0%	0.5%	-0.5	-1.0%
COc1ccccc1-n1c(O)c(C=NCCN2CCNCC2)c(=O)[nH]c1=O	-0.1%	-23.2%	i	-1.1%	0.6%	-21.2%	-0.4%	-0.8	-0.9%
COc1ccc(OCC(=O)N2CCN(Cc3ccc4c(c3)OCO4)CC2)cc1	-20.4%	-9.7%	i	-1.9%	?	-14.5%	2.0%	0.5	6.5%
O=C(c1ccccc1)C(CN1CCCC1)c1ccccc1 (stereo not given)	?	?	nt	-2.7%	?	5.62µM*	?	-0.8	-11.0%
COc1ccc(CN2CCN(C(=O)COc3cccc(C)c3)CC2)c(OC)c1	11.8%	?	i	10.4%	-28.7%	-17.0%	2.4%	-2.8	-12.0%
CSc1ncc(CN2CCCC(C(=O)c3ccccc3SC)C2)cn1 (stereo not given)	-24.1%	-5.6%	i	6.3%	9.2%	-20.9%	-2.3%	-0.2	0.4%
Clc1ccc(OCC#CCN2CCCC2)cc1	15.6%	-5.6%	i	2.6%	?	-24.0%	1.0%	0.4	-5.4%
N/C(=N\[N+](=O)[O-])N1CCN(C(=O)c2ccccc2)CC1	-6.3%	11.0%	i	8.0%	-4.3%	0.9%	0.5%	-0.1	-4.9%
CCOP(=O)(OCC)C(NC(=O)c1ccccc1)C(Cl)(Cl)Cl (stereo not given)	-5.8%	2.6%	i	-16.5%	-1.5%	-15.4%	2.4%	0.4	6.1%
N#Cc1c(N2CCNCC2)nc(-c2ccco2)c2c1CCCC2	-10.5%	9.2%	i	1.5%	0.4%	-21.7%	10.2%	-1.9	0.1%

Compound activity deposited in PubChem BioAssay by National Center for Advancing Translational Sciences (NCATS).

An excerpt. The share of hits here may be higher or lower than overall.
